KB-3-1 tox – qHTS assay for MDR1-selective chemotherapeutics: Primary screen using the parental adenocarcinoma cell KB-3-1. KB-3-1 viability, CellTiter-Glo ATP luminescence, 72 h. Potency, µM (top dose mostly 46.1 µM), inactives show at the highest dose activity change, negative = cytotoxic, most hits filed as cytotoxic. 400,000 compounds, 1.4% hits. AID 1347075, 2019; also: potency is read from the fitted curve at half-maximal effect; % is scaled to controls: 0 for no effect and ±100 for the full control effect; nearly all actives have a fitted effect of over 60% in size
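Cells are dispensed, compounds pinned in, plates held at 37 °C for 72 h, then CellTiter-Glo is added and luminescence read after 10 minutes. Cell line: parental KB-3-1 in phenol-red-free DMEM, 10% FBS.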
HT1080NT lethal – qHTS for induction of synthetic lethality in tumor cells producing 2HG: qHTS for the HT-1080-NT fibrosarcoma cell line | HT-1080-NT fibrosarcoma viability, CellTiter-Glo ATP luminescence, 48 h | Potency, µM (doses to about 46.1 µM), for the others: top-dose activity, negative = less viability, actives largely listed as cytotoxic | 360,000 compounds, 1.6% hits;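 also: NT is the 2HG producing partner of a matched IDH1 knockdown line; potency is read from the fitted curve at half-maximal effect; 0% = DMSO-treated cells and -100% = media-only wells without cells; nearly all actives have a fitted effect of over 55% in size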
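HT-1080-NT; 750 cells/well; 5% FBS RPMI; 48 h compound, 37 degrees C; CellTiter-Glo luminescence; curve fitting and curve-class assignment.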
SW480 rereplic – A quantitative high throughput screen for small molecules that induce DNA re-replication in SW480 colon adenocarcinoma cells; 340,000 compounds, 1.8% hits; AID 624297, 2012; Potency, µM (titrated, usually from 46.1 µM), without a hit: at the top dose re-replication activation, usual class: activators; SW480 DNA re-replication, Hoechst DNA content imaging, 48 h; also: potency is read from the fitted curve at half-maximal effect; % of control where 0% means no effect; nearly all actives have a fitted effect of over 55% in size
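DNA re-replication was detected as more nuclei of elevated Hoechst intensity after 48 hr exposure to compound (23 nL pinned per well of 250 cells).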
HEK293 tox – qHTS of GLP-1 Receptor Inverse Agonists: Cytotox Screen; 410,000 compounds, 0.13% hits; Potency, µM (series often up to 38.3 µM), inactives show at the top dose activity change, negative = inhibition, usual class: inhibitors; HEK293 cAMP-luciferase reporter cells, luminescence, 24 h;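 also: loss of luciferase light is scored as toxicity; potency is read from the fitted curve at half-maximal effect; % is scaled to controls: 0 for no effect and ±100 for the full control effect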
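Quantitative HTS format, 1536 wells, 200 cells/uL seeded. Compounds: 23 nL, 24 h, 37 °C. Detection: luciferase reagent, luminescence at 12 min RT; decreased signal taken as cytotoxic.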
KB-V1 cytotox – qHTS assay for MDR1-selective chemotherapeutics: Primary screen using the drug-selected MDR subline cells KB-V1. KB-V1 MDR cells viability, CellTiter-Glo, 72 h. Potency, µM (doses to about 46.1 µM), without a hit: at the top dose activity change, negative = cytotoxicity, usual class: cytotoxic. 400,000 compounds, 3.4% hits; also: potency is read from the fitted curve at half-maximal effect; % is scaled to controls: 0 for no effect and ±100 for the full control effect; nearly all actives have a fitted effect of over 60% in size
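Drug-selected KB-V1 cells, grown in DMEM lacking phenol red with 10% FBS, receive compound titrations; after three days at 37 degrees C, surviving cell ATP is quantified by CellTiter-Glo luminescence and responses normalized and curve-fitted.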
D3 ag – qHTS of D3 Dopamine Receptor Agonist: qHTS; D(3) dopamine receptor (Homo sapiens), P35462; D3R DiscoveRx beta-arrestin cells, luminescence, 90 min; max activation, %; 410,000 compounds, 0.58% hits; in the data active = max activation above about 30%; also: 0% is about no effect; mostly tested at two doses, the higher about 12 µM
Target sequence (P35462 whole entry, looked up): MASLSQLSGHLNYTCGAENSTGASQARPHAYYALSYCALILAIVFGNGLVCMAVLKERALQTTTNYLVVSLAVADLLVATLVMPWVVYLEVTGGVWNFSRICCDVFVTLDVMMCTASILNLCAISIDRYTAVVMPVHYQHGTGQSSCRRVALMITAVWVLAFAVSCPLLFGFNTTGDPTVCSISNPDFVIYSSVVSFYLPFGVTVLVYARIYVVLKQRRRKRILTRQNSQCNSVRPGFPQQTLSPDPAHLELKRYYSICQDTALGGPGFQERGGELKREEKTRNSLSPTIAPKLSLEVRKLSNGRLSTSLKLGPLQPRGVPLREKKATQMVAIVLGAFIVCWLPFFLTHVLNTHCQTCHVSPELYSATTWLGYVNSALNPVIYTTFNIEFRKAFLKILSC
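Cells at 1500/well, incubated overnight, then treated with pinned compounds (dopamine as control) for 90 min at 37 degrees C. DiscoveRx reagent added for 30 - 60 minutes at room temperature; luminescence read.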
MCF10A rereplic – A quantitative high throughput screen for small molecules that induce DNA re-replication in MCF 10a normal breast cells. 350,000 compounds, 2.9% hits. MCF 10A DNA re-replication, Hoechst nuclear intensity, 48 h. AID 624296, 2012. Potency, µM (series often up to 46.1 µM), without a hit: at the top dose activity, positive = re-replication, usual class: activators; also: potency is read from the fitted curve at half-maximal effect; % of control where 0% means no effect; nearly all actives have a fitted effect of over 50% in size
HT1080 IDH1KD tx – qHTS for induction of synthetic lethality in tumor cells producing 2HG: qHTS for the HT-1080-IDH1KD cell line; 360,000 compounds, 2% hits; Potency, µM (doses to about 46.1 µM), for the others: at the highest dose activity, negative = toxicity, most hits filed as cytotoxic; AID 686971, 2013; HT-1080 IDH1 knockdown viability, ATP luminescence, 48 h;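 also: potency is read from the fitted curve at half-maximal effect; 0% = DMSO wells and -100% = cell-free medium wells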
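After a 2 h attachment period, IDH1KD HT-1080 cells took pin-transferred compound for 48 h at 37 °C; ATP-based luminescence after 10 min room-temperature reagent incubation reported viability.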
IL-1B inflam inh – qHTS for Inhibitors of Inflammasome Signaling: IL-1-beta AlphaLISA Primary Screen; THP-1 LPS/ATP IL-1B secretion, AlphaLISA, 16 h; hits give low values; activity change, % at 57.5 µM; 360,000 compounds, 4.7% hits; AID 743279, 2014; in the data active = activity change below about -50%; inconclusive = mostly about -30% to -49%; also: % is scaled to controls: 0 for no effect and ±100 for the full control effect
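THP-1 cells pretreated 1 hr with compounds (up to 57.5 uM final), then stimulated with LPS (250 ng/mL final) plus ATP (1.25 mM final); secreted IL-1B measured by AlphaLISA after 16 hr, decreased signal indicating inhibition.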
* hit, by the source's call; i = inactive; ? = inconclusive; . = no result given; & = joins results of further samples; [ ] = another dose, or the depositor's remark. Unless noted, calls follow the shape of the dose curve; as a rule, active = well fitted curve in the direction sought with a large enough effect; inconclusive = small, poorly fitted or top-dose-only effect, or another doubt; inactive = no such curve, though single readings can be large; an effect the other way counts as inactive or inconclusive.

| Structure | KB-3-1 tox | HT1080NT lethal | SW480 rereplic | HEK293 tox | KB-V1 cytotox | D3 ag | MCF10A rereplic | HT1080 IDH1KD tx | IL-1B inflam inh |
| --- | --- | --- | --- | --- | --- | --- | --- | --- | --- |
| Cc1ccc(N2CCN(c3cc(C)nc4nc(C)nn34)CC2)c(C)c1 | ? | 29% | -11% | 16% | 0% | -8 | -9% | 14% | -4 |
| O=[N+]([O-])C(=C1Nc2ccccc2N1)/C(Cl)=C(/Cl)Br | -4% | -7% | 2% | -14% | -5% | -2 | 1% | -12% | -19 |
| Cc1onc(-c2ccccc2Cl)c1C(=O)Nc1cnn(Cc2ccccc2)c1 | 3% | -2% | 8% | 3% | 3% | -8 | 0% | -3% | -14 |
| Cc1cccc(N2CCN(C(=O)CNC(=O)C3CCCCC3)CC2)c1C | ? | -20% | 10% | 0% | ? | 5 | 25% | ? | 3 |
| Cc1nc(CCNC(=O)CC2C(=O)NCCN2Cc2ccc(F)cc2)sc1C (stereo not given) | 60% | 9% | 17% | 6% | ? | 6 | -1% | 8% | -11 |
| Cc1cc(C)c(-c2cc(NC(=O)CSc3n[nH]c(N)n3)n(-c3ccccc3)n2)cc1C | -13% | ? | -7% | -13% | ? | -3 | 5% | ? | -16 |
| COc1ccc(Nc2ccc(N3C(=O)CC(C)C3=O)cc2[N+](=O)[O-])cn1 (stereo not given) | 17% | 2% | ? | -24% | 3% | -3 | 0% | 4% | 37 |
| COc1ccc(NC(=O)COc2ccccc2C#N)c(S(=O)(=O)N2CCCCC2)c1 | -8% | -6% | -5% | -12% | ? | -4 | -7% | -15% | -14 |
| CCOC(=O)C1(Cc2cccc(Cl)c2)CCCN(C2CCN(C(C)=O)CC2)C1 (stereo not given) | -4% | -13% | 0% | 0% | ? | -4 | 6% | -9% | 13 |
| Cc1ccc(NC(=O)COC(=O)/C=C/c2cccs2)c(C)c1 | -8% | -6% | 0% | 9% | 3% | -16 | 4% | -22% | 11 |
| COc1cc(/C=N\Nc2nncn2N)ccc1OC(C)=O | 13% | ? | ? | -29% | 0% | -7 | ? | ? | 3 |
| CCOC(=O)C1(c2ccccc2)NC(c2ccccc2C)C2C(=O)N(c3ccc4c(c3)OCO4)C(=O)C21 (stereo not given) | -8% | -2% | 16% | -24% | -5% | -4 | 11% | 2% | -17 |
| COc1ccc(CC(N)c2csc(NC(=O)c3cccc(OC(F)(F)F)c3)n2)cc1 (stereo not given) | ? | 21µM* | . | ? | ? | 1 | . | 21µM* | -60* |
| Cc1nc2sccn2c(=O)c1S(=O)(=O)NC(C)c1ccccc1 (stereo not given) | -10% | 0% | 1% | 0% | -29% | 1 | 3% | -1% | -13 |
| COc1ccc(NC(=O)C2CCC(CNC(=O)[C@@H]3Cc4ccccc4CN3)CC2)cc1 (stereo not given in full) | -6% | -14% | -19% | -10% | 7% | -6 | 0% | -11% | ? |
| O=C(c1ccc(CS(=O)(=O)c2c(Cl)cccc2Cl)o1)N1CCCC1 | -21% | -2% | 1% | 12% | -16% | -5 | 1% | 3% | 4 |
| COc1ccccc1C1C2=C(CC(C)(C)CC2=O)Nc2nnnn21 (stereo not given) | -1% | 12% | . | -19% | -8% | 3 | -3% | 10% | 0 |
| COc1ccc(OC)c(C2=NOC(C(=O)Nc3cc(C)on3)C2)c1 (stereo not given) | 5% | 1% | -16% | -11% | -22% | -1 | -1% | 1% | 0 |
| Cc1ccc(S(=O)(=O)N2CCOCC2)cc1C(=O)NC1CCCCCC1 | -1% | 4% | -2% | -10% | -20% | 0 | 7% | 4% | 26 |
| CCC(C(=O)NCCc1ccc(C)cc1)n1nc(C)c2c(C)n(-c3ccccc3)nc2c1=O (stereo not given) | -26% | 3% | ? | -15% | 0% | -11 | -2% | -7% | -29 |
| CCC1=NN2C(=N)/C(=C\c3ccc(OCCOc4ccc(NC(C)=O)cc4)c(OC)c3)C(=O)N=C2S1 | -2% | 10% | -3% | 0% | 23% | 6 | -4% | 3% | 20 |
| O=C(Nc1ccccc1N1CCOCC1)c1cc(Cl)c2c(c1)OCO2 | -6% | -4% | -2% | 5% | 8% | 3 | 8% | -6% | 24 |
| CCCCn1c(N)c(N(CC(C)C)C(=O)C2=NN(c3ccccc3)C(=O)CC2)c(=O)[nH]c1=O | 0% | 12% | -1% | -7% | -1% | -5 | 3% | 10% | 9 |
| Cc1ccc(N2C(=O)NC(C(F)(F)F)(C(F)(F)F)C3=C2CC(C)(C)CC3=O)cc1 | -5% | 3% | -5% | -3% | ? | 2 | 0% | 23% | 13 |
| CC(=O)Nc1nonc1-c1nnc(SCC(=O)Nc2ccccc2Cl)n1C | 10% | . | . | 13% | -8% | 6 | . | . | . |
| Cc1cccc(NC(=O)Nc2cc(C)cc(C)n2)c1 | 2% | 8% | -12% | -6% | ? | 3 | -3% | 19% | 11 |
| O=S(=O)(c1ccc(Cl)s1)N1CCN(CCc2ccccc2)CC1 | -6% | -13% | 4% | 2% | ? | -1 | -5% | -10% | i |
| O=C(O)c1cc(-c2ccc(Cl)cc2)n[nH]1 | 5% | 4% | 2% | 7% | 22% | -1 | 1% | 0% | 12 |
| O=C(O)c1cc(Br)ccn1 | -9% | 14% | -7% | 17% | 3% | -4 | 5% | 18% | 15 |
| CN(C)S(=O)(=O)c1ccc(C(=O)Nc2cc(S(=O)(=O)Nc3ccccc3Cl)ccc2N2CCCCC2)cc1 | -20% | 8% | ? | 2% | ? | -3 | -1%&2% | 2% | -4 |

Full records, quoted from the list. Values in the order: KB-3-1 tox | HT1080NT lethal | SW480 rereplic | HEK293 tox | KB-V1 cytotox | D3 ag | MCF10A rereplic | HT1080 IDH1KD tx | IL-1B inflam inh
Entry for COc1ccc(NC(=O)C2CCC(CNC(=O)[C@@H]3Cc4ccccc4CN3)CC2)cc1 (stereo not given in full) : -6% | -14% | -19% | -10% | 7% | -6 | 0% | -11% | ?
Entry for COc1ccc(Nc2ccc(N3C(=O)CC(C)C3=O)cc2[N+](=O)[O-])cn1 (stereo not given) : 17% | 2% | ? | -24% | 3% | -3 | 0% | 4% | 37
Entry for COc1cc(/C=N\Nc2nncn2N)ccc1OC(C)=O : 13% | ? | ? | -29% | 0% | -7 | ? | ? | 3
Entry for Cc1nc2sccn2c(=O)c1S(=O)(=O)NC(C)c1ccccc1 (stereo not given) : -10% | 0% | 1% | 0% | -29% | 1 | 3% | -1% | -13
Entry for COc1ccc(NC(=O)COc2ccccc2C#N)c(S(=O)(=O)N2CCCCC2)c1 : -8% | -6% | -5% | -12% | ? | -4 | -7% | -15% | -14

Quoted from the listing.
CCOC(=O)C1(c2ccccc2)NC(c2ccccc2C)C2C(=O)N(c3ccc4c(c3)OCO4)C(=O)C21 (stereo not given) @ IL-1B inflam inh = -17
O=C(O)c1cc(Br)ccn1 @ HT1080NT lethal = 14%

The list continues:
Abbreviations: A = KB-3-1 tox; B = HT1080NT lethal; C = SW480 rereplic; D = HEK293 tox; E = KB-V1 cytotox; F = D3 ag; G = MCF10A rereplic; H = HT1080 IDH1KD tx; I = IL-1B inflam inh
COCCNC(=O)c1snc2ccc(Cl)cc12
  A = 11%	B = 9%	C = -14%	D = 0%	E = 3%	F = -6	G = -6%	H = 0%	I = -12

Cc1c(Cl)cccc1-n1nc(C)c2c(C)cc(=O)n(CC(=O)NCc3ccccc3)c21
  A = 1%	B = .	C = .	D = 6%	E = -4%	F = -10	G = .	H = .	I = .

CC(=O)c1cccc(N(CC(=O)NCC2CCCO2)C(=O)CCC(=O)Nc2cc(C)on2)c1 (stereo not given)
  A = 1%	B = 1%	C = 1%	D = 5%	E = ?	F = 1	G = -4%	H = -3%	I = -1

CC1(C2CC2)NC(=O)N(CC(=O)N2CCN(c3ccccc3F)CC2)C1=O (stereo not given)
  A = ?	B = -4%	C = .	D = -17%	E = -20%	F = -2	G = .	H = -3%	I = -14

CCCn1c(=O)[nH]c2ccccc21
  A = 3%	B = 17%	C = -6%	D = -5%	E = 24%	F = 4	G = -2%	H = 9%	I = -5

CCCc1oc2c(c(=O)c1CC)C(=O)CC(C)(C)C2
  A = -14%	B = 7%	C = -5%	D = -3%	E = ?	F = 13	G = 11%	H = 4%	I = 3

COc1ccc(CC(=O)Nc2nc(-c3ccncc3)cs2)cc1
  A = -2%	B = ?	C = -27%	D = 4%	E = -2%	F = 3	G = 1%	H = 22%	I = -16

CC(=O)c1ccc(NS(=O)(=O)c2ccc(N)cc2)cc1
  A = 1%	B = 15%	C = 5%	D = 17%	E = 3%	F = -6	G = -48%[inhibitor]	H = 7%	I = -3

Cc1ccccc1Nc1c(-c2cccnc2)nc2ccc(Cl)cn12
  A = 3%	B = .	C = .	D = -13%	E = 14%	F = 0	G = .	H = .	I = .

COc1ccc(CCN(Cc2cccs2)S(=O)(=O)c2ccc(S(=O)(=O)N3CCC(C)CC3)cc2)cc1OC
  A = 2%	B = 5%	C = 0%	D = 3%	E = -4%	F = -6	G = -2%	H = 4%	I = 7

COc1ccccc1C1=CN(Cc2ccccc2)CCC1=O
  A = 10%	B = 13%	C = 1%	D = ?	E = 16%	F = 2	G = 19%	H = 14%	I = 0
